# Screening data (PubChem)
# UHRF1 MBD2 ctr – UHRF1 methylated DNA binding inhibitors, primary screen, counter-screen for MBD2 inhibitor project, biochemical, TR-FRET, human UHRF1, single concentration. UHRF1 binding to methylated oligo. inhibition, % at 4.4 µM. 0.75% of 370,000 active; in the data active means inhibition above about 21%;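 further: UHRF1 SRA domain binding a hemimethylated CpG hairpin DNA probe; 0% = median of test compound wells and 100% = reference inhibitor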
# ARFGAP1 inh – inhibitors of rat ARFGAP1 GAP activity, primary screen, biochemical, fluorescence polarization, GDP tracer. ADP-ribosylation factor GTPase-activating protein 1 (Rattus norvegicus), Q62848. Arfgap1-stimulated ARF1 GTP hydrolysis, GDP FP detection. inhibition, % at 16.5 µM. 0.26% of 360,000 active. AID 651572, 2012;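 active means inhibition above a per-plate limit, mean inhibition of low control wells plus 3 SD, cut at about 25% in these data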;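 further: 0% = DMSO wells with enzyme and 100% = wells lacking Arfgap1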
# Target sequence (Q62848 1-136 limits assumed): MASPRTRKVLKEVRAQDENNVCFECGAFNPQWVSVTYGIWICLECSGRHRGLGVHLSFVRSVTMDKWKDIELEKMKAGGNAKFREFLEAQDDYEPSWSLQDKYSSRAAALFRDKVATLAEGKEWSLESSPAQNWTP
#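 Repeats: one replicate per compound; assay system: rat Arfgap1 catalytic domain, aa 1-136; times: enzyme reaction 120 min at 25 °C after 20 min preincubation; detection: FP of antibody-bound GDP Alexa 633 tracer, ex 620/em 688 nm; benchmarks: high control wells lacking Arfgap1, low control full reaction with DMSO; reagent: human ARF1(Δ1-17)-GTP substrate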
# ASAP1 inh – inhibitors of human ASAP1 ArfGAP activity, primary screen, biochemical, fluorescence polarization; Arf-GAP with SH3 domain, ANK repeat and PH domain-containing protein 1 (Homo sapiens), …; ASAP1-stimulated ARF1 GTP hydrolysis, GDP FP detection; inhibition, % at 16.5 µM; 0.19% of 360,000 active; in the data active means inhibition above about 25%;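 further: 0% = vehicle with enzyme and substrate and 100% = no enzyme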
# Target sequence (Q9ULH1 325-724 limits assumed): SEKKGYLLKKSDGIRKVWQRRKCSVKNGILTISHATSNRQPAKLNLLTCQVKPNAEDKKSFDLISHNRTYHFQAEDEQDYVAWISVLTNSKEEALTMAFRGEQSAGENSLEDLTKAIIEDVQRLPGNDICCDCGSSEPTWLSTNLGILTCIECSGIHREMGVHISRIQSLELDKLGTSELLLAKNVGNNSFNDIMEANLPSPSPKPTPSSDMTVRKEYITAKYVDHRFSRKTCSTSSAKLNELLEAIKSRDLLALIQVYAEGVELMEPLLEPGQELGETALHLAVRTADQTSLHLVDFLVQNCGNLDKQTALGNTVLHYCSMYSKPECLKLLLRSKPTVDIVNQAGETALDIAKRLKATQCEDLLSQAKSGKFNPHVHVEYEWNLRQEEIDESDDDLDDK
# ADAM17 inh – ADAM17 inhibitors, primary screen, biochemical, QFRET; Disintegrin and metalloproteinase domain-containing protein 17 (Homo sapiens), P78536; recombinant ADAM17, EDANS/DABCYL FRET peptide cleavage; inhibition, % at 6.95 µM; 0.83% of 370,000 active;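 active means inhibition above the mean of compounds lying between control limits plus 3 SD, set per campaign, cut at about 8.5% in these data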;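 further: 0% = DMSO-only wells as the low control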
# proKLK7 act – proKLK7 zymogen activators, primary screen, biochemical, fluorescence intensity | 0.9% of 370,000 active | purified proKLK7, EDANS-DABCYL substrate fluorescence; 100% is mature enzyme control, 0% vehicle | Kallikrein-7 (Homo sapiens), P49862 | activation, % at 7 µM;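 active means activation above the mean of all tested compounds plus 3 SD, computed per campaign excluding outliers beyond control limits, cut at about 13% in these data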
# PLC-gamma1 inh – PLC-gamma1 enzyme inhibitors, primary screen, biochemical, fluorescence, purified enzyme. AID 720700, 2013. fluorogenic substrate. 1-phosphatidylinositol 4,5-bisphosphate phosphodiesterase gamma-1 (Homo sapiens), P19174. inhibition, % at 12.2 µM. 0.84% of 370,000 active; in the data active means inhibition above about 9.5%
# Tn7 DDE FP – inhibitors of Tn7 peptide binding to fibrin DD(E), primary screen, biochemical, fluorescence polarization, human fibrin, Tn7 probe. FP displacement of FITC-Tn7 peptide from fibrin DD(E); 0% = median of compound wells per plate. inhibition, % at 8.3 µM. 0.13% of 370,000 active. AID 720508, 2013;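 active means inhibition above the mean of compounds falling within the control limits plus 3 SD of them, cut at about 14% in these data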;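 further: 0% = plate median of compound wells and 100% = 10 µM Aha-Tn7 peptide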
# Target sequence (P02675 whole entry, looked up): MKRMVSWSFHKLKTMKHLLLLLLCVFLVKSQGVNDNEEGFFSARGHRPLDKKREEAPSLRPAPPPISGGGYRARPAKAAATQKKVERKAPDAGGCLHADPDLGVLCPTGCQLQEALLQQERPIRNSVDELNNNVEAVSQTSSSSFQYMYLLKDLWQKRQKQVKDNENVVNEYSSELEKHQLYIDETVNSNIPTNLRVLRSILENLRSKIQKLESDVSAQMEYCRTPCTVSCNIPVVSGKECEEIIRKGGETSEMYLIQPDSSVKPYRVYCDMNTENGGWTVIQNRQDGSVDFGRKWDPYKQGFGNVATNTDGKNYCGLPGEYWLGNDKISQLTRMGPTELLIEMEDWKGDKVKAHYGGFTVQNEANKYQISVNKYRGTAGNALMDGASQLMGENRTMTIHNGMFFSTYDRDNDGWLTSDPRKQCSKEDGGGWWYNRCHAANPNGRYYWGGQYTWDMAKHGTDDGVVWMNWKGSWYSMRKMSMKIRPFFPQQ
#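 Test system: human clot-derived fibrin DD(E) complex / Quantity: 2 µM final DD(E) protein / Incubation: 10 min plus 3 h, room temperature / Measured by: fluorescence polarization / Benchmarks: high control of 10 µM Aha-Tn7 peptide / Replicates: singlicate testing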
# DDE Tn6 FP inh – inhibitors of Tn6 peptide binding to fibrin DD(E), primary screen, biochemical, fluorescence polarization, human fibrin, Tn6 probe; AID 720509, 2013; 0.21% of 370,000 active; inhibition, % at 8.3 µM; Fibrinogen beta chain (Homo sapiens), P02675; Fibrin DD(E) TRITC-Tn6 fluorescence polarization displacement;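 active means inhibition above a per-campaign cutoff: mean of compounds within control limits plus 3 SD, cut at about 15% in these data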;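 further: 0% = median of all compound wells on the plate and 100% = blocking peptide control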
# PLCb3 inh – human PLC-beta3 inhibitors, primary screen, biochemical, fluorescence. 1-phosphatidylinositol 4,5-bisphosphate phosphodiesterase beta-3 (Homo sapiens), Q01970. Purified PLC-beta3, fluorogenic substrate. inhibition, % at 12.2 µM. 0.18% of 370,000 active; in the data active means inhibition above about 11%;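 further: 0% = median of compound wells on plate and 100% = full blocker control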
# MBD2 DNA inh – inhibitors of MBD2 binding to methylated DNA, primary screen, biochemical, TR-FRET, DNA-binding domain, human | Methyl-CpG-binding domain protein 2 (Homo sapiens), Q9UBB5 | MBD2 binding to methylated oligonucleotide | inhibition, % at 4.4 µM | 0.31% of 370,000 active; in the data active means inhibition above about 13%
# * hit, by the source's call; · = not tested or not shown.
SMILES,UHRF1 MBD2 ctr,ARFGAP1 inh,ASAP1 inh,ADAM17 inh,proKLK7 act,PLC-gamma1 inh,Tn7 DDE FP,DDE Tn6 FP inh,PLCb3 inh,MBD2 DNA inh
CCOc1ccccc1NC(=O)CCc1ccc(C)o1,1,18,2,-1,0.5,1,2,1,1,0
Cc1ccc(C)c(NC(=O)CCN2CCC(C)CC2)c1,-2,-11,0,-4,0.2,0,-5,5,-3,-1
CN(CC(=O)Nc1ccc(F)c(F)c1F)c1ncnc2sccc12,-1,-7,0,-1,-0.4,-4,-3,-4,-4,1
S=C(NCCCN1CCOCC1)Nc1cccc(Cl)c1,2,1,-3,2,-0.4,6,-15,-9,3,-1
CC(C)(C)OC(=O)[C@H](Cc1ccccc1)NC(=O)c1nc[nH]c1C(=O)NC1CCNCC1,2,6,15,-2,0.2,3,-4,2,1,-1
CC(=O)N1CCN(c2ccc(NC(=O)c3ccccc3)cc2)CC1,0,13,-14,-2,-0.7,-3,8,3,-10,2
COCCNC(=S)NCc1ccc2[nH]c3c(c2c1)CCCC3,0,6,7,-8,5.0,-101,-1,-3,-131,-4
O=C1C(NC(=O)N2c3ccccc3C=Cc3ccccc32)CCCCN1Cc1cccc(C(F)(F)F)c1 (stereo unspecified),1,·,·,5,0.2,0,-4,-14,-3,-2
CCN1/C(=C\C=C(C(C)=O)C(C)=O)Sc2ccccc21,-50,-3,-15,10*,0.4,-1,-34,-1,-5,-32
Cc1ccc(CSc2ccc(-c3ccc4c(c3)OCO4)nn2)cc1,1,3,0,-2,0.0,-2,6,-5,-3,0
CC1C(=O)N(c2ccc(S(=O)(=O)N(C)C)cc2)C1(/C=C/c1ccccc1)C(=O)NC1CCCC1 (stereo unspecified),-2,9,9,3,0.3,3,1,-2,3,2
CN(C(=O)CSc1ncnc2sc(-c3ccccc3)cc12)C1CCS(=O)(=O)C1 (stereo unspecified),2,3,3,-3,-0.1,-1,12,-1,0,3
Cn1c(C(=O)NC2CCCCCC2)cc2c(=O)n(C)c3ccccc3c21,-4,8,-3,-1,-0.1,2,2,5,1,-4
CCOC(=O)C(Cc1cc(C(C)=O)ccc1OCC)C(=O)OCC,1,8,6,-5,0.5,0,-2,-13,1,7
COc1ccc(-c2cc(C(=O)N3CCN(Cc4ccc5c(c4)OCO5)CC3)on2)cc1OC,-1,-7,12,2,0.1,-4,5,2,-1,-8
Cc1nc2ccc(C(=O)NCCCn3ccnc3)cn2c1N(C)C(=O)CCc1ccccc1,-1,0,-24,-4,-0.5,-4,2,-3,-2,-4
NC(=O)c1ccsc1NC(=O)COC(=O)CNC(=O)c1ccc(Cl)cc1,-2,-2,3,3,-0.7,-1,0,5,2,3
COC(=O)CSc1nc2ccc(NC(=O)CSc3nnnn3Cc3ccccc3)cc2s1,1,9,-5,0,0.5,-1,-1,7,-3,-2
O=C(Nc1ccc(S(=O)(=O)N2CCOCC2)cc1)C1CCN(S(=O)(=O)c2ccc(Cl)cc2)CC1,0,-2,5,-1,0.7,2,-4,2,3,3
COc1ccc(CSc2ccc(S(=O)(=O)N3CCCCC3)cn2)cc1F,1,-2,-2,5,0.5,0,-2,-3,-2,-3
CSc1ccccc1NC(=S)Nc1ccccc1C(F)(F)F,1,1,-1,1,0.0,0,8,-1,1,0
CC1=NC(Nc2nc(C)c3ccccc3n2)=NC(C)(C)C1,5,0,3,-3,-1.7,-6,-5,-2,-13,2
CC12CCC(=O)N1C(C(=O)NNC(=O)c1ccccc1F)CS2 (stereo unspecified),-1,2,1,-7,-0.1,-2,-3,1,-7,-5
Cc1cc(Nc2cc(Cl)cc(Cl)c2)cc(=O)n1-c1cc(Cl)cc(Cl)c1,1,9,10,0,0.2,4,2,-4,-1,2
CC(=O)c1ccc(NC(=S)NCCCN2CCOCC2)cc1,1,-8,-3,-4,0.7,-1,2,-4,1,9

# More entries:
SMILES,UHRF1 MBD2 ctr,ARFGAP1 inh,ASAP1 inh,ADAM17 inh,proKLK7 act,PLC-gamma1 inh,Tn7 DDE FP,DDE Tn6 FP inh,PLCb3 inh,MBD2 DNA inh
CCc1cc2c(SCC(=O)N(CC)c3c(N)n(Cc4ccccc4)c(=O)[nH]c3=O)ncnc2s1,-4,-3,5,-1,-0.1,1,1,1,1,-3
COC(=O)c1c(N)sc2c1CCN(c1ncc(C(F)(F)F)cc1Cl)C2,1,14,14,-13,0.7,-7,8,0,-11,0
CSc1cccc(NC(=O)c2cnccn2)c1,-4,1,-1,2,0.1,2,4,8,2,-1
CC(C)OC(=O)CCCCCN1C(=O)CSC1=S,1,-5,-4,-3,-0.2,-6,-2,5,-8,4
O=C(NCc1cccs1)C1CCCN(S(=O)(=O)c2ccc3c(c2)OCO3)C1 (stereo unspecified),-3,2,4,-4,0.1,1,-4,-9,3,2
CC(C)(C)OC(=O)N[C@@H](Cc1ccccc1)c1nnc(SCC(N)=O)o1,0,7,1,-2,-0.3,1,0,0,-5,-3
N#CC1=C(N)Oc2cc(O)c(C=Nc3ccccc3)cc2C1c1ccccc1 (stereo unspecified),-1,3,0,-16,-32,-37,-5,-8,-54,2
COc1ccc2cc3cc(C(=O)NCC4COc5ccccc5O4)oc3nc2c1 (stereo unspecified),-5,1,0,-229,-112,-331,-5,-4,-388,2
O=S(=O)(NCCOc1ccc(F)cc1)c1ccc2c(c1)OCCO2,0,-14,-2,2,0.3,0,-2,-2,5,-3
COC(=O)C1=C(C)C(c2cccs2)NC(=O)N1C (stereo unspecified),2,17,3,-4,0.0,2,-11,-1,4,-1
CC(=O)Nc1ccc(S(=O)(=O)Nc2nc3cc4c(cc3nc2Cl)OCCO4)cc1,-2,6,8,-169,10,-99,-3,3,-152,-4
Nc1nnn(CC(=O)N/N=C/c2ccc(O)cc2)n1,0,1,15,-5,-0.8,5,2,1,-16,1
Cc1ccc(C(=O)N2N=C3c4ccccc4S(=O)(=O)N3[C@H]2N(C)C)cc1,-2,5,5,-2,-0.9,3,10,2,4,5
COc1cccc(C(=O)O/N=C(\N)c2ccncc2)c1,-4,-1,-17,-4,-0.8,-1,-2,0,-2,8
COC(=O)c1ccc(Cn2nnc3c(=O)[nH]c(C4CCCN(S(=O)(=O)c5ccccc5Cl)C4)nc32)cc1 (stereo unspecified),2,2,-11,-3,0.0,2,3,-3,0,-1
O=S(=O)(Nc1ncccn1)c1ccc(NC(=S)N2CCN(Cc3ccc(F)cc3Cl)CC2)cc1,0,-2,-2,1,0.2,3,-3,5,-1,-5
COC(=O)c1ccccc1NC(=O)c1noc2c1CCC2,11,-12,13,-6,0.2,-1,2,-9,-5,8
CC1CCN(Cc2ccc(NC(=O)CC3Oc4ccccc4NC3=O)cc2)CC1 (stereo unspecified),0,14,15,0,0.6,1,-5,-2,4,1
O=C(NNC(=O)C1CC1)c1cc(Br)c(Br)s1,2,13,13,4,-0.2,-60,-7,0,-1,-3
Cc1ccc2nc(NC(=O)c3ccc(OCC4CCCO4)cc3)sc2c1 (stereo unspecified),-5,-2,-4,-4,-5.9,-22,-2,-4,-27,-3
C[C@@H](NC(=O)C1(c2ccccc2)CCN(C(=O)OC(C)(C)C)CC1)C(=O)N[C@@H](Cc1ccccc1)C(=O)O,4,4,4,2,0.2,4,-3,11,5,-1
Cc1cccc(C)c1NC(=O)C1(N2C(=O)CC2c2ccccc2)CCCCC1 (stereo unspecified),0,17,9,0,-0.2,0,-10,-3,2,0
Cc1cc(=O)c(C(=O)Nc2ccc(N3CCOCC3)cc2N2CCOCC2)nn1-c1ccccc1Cl,1,0,-12,-2,-0.2,1,1,8,4,1
Cc1cccc(NS(=O)(=O)c2cc(C(=O)N3CCN(C)CC3)ccc2C)c1,5,5,-6,-4,0.6,0,-2,-3,-3,2
O=C1c2ccccc2C(=O)N1CCc1c[nH]c2ccccc12,-1,-3,7,5,0.6,-2,4,-4,4,-1
COc1ccc(-c2cc(C(F)(F)F)nc(-n3cc(Cl)cn3)n2)cc1,2,4,13,-21,0.2,-71,-1,-5,-83,-2

# Grouped by structure: the entries above containing a furan ring, fused or not.
SMILES,UHRF1 MBD2 ctr,ARFGAP1 inh,ASAP1 inh,ADAM17 inh,proKLK7 act,PLC-gamma1 inh,Tn7 DDE FP,DDE Tn6 FP inh,PLCb3 inh,MBD2 DNA inh
CCOc1ccccc1NC(=O)CCc1ccc(C)o1,1,18,2,-1,0.5,1,2,1,1,0
COc1ccc2cc3cc(C(=O)NCC4COc5ccccc5O4)oc3nc2c1 (stereo unspecified),-5,1,0,-229,-112,-331,-5,-4,-388,2

# Compound profiles, as listed above. Order of values: UHRF1 MBD2 ctr	ARFGAP1 inh	ASAP1 inh	ADAM17 inh	proKLK7 act	PLC-gamma1 inh	Tn7 DDE FP	DDE Tn6 FP inh	PLCb3 inh	MBD2 DNA inh
# Shown for COc1ccc2cc3cc(C(=O)NCC4COc5ccccc5O4)oc3nc2c1 (stereo unspecified) = -5	1	0	-229	-112	-331	-5	-4	-388	2
# Shown for O=C(NCc1cccs1)C1CCCN(S(=O)(=O)c2ccc3c(c2)OCO3)C1 (stereo unspecified) = -3	2	4	-4	0.1	1	-4	-9	3	2
# Shown for C[C@@H](NC(=O)C1(c2ccccc2)CCN(C(=O)OC(C)(C)C)CC1)C(=O)N[C@@H](Cc1ccccc1)C(=O)O = 4	4	4	2	0.2	4	-3	11	5	-1
# Shown for CC(=O)Nc1ccc(S(=O)(=O)Nc2nc3cc4c(cc3nc2Cl)OCCO4)cc1 = -2	6	8	-169	10	-99	-3	3	-152	-4
# Shown for CC(C)(C)OC(=O)N[C@@H](Cc1ccccc1)c1nnc(SCC(N)=O)o1 = 0	7	1	-2	-0.3	1	0	0	-5	-3
